Compound activity: PubChem, Sanford-Burnham Center for Chemical Genomics
Gli-Sufu antag – blocks Gli-Sufu signaling in a luciferase reporter; Sufu-KO-LIGHT fibroblasts, Gli luciferase reporter luminescence; inhibition, % at 5 µM; 340,000 compounds, 0.74% hits;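 active means inhibition above about 55%, limit read from the data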;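 further: 0% = DMSO-treated cells and 100% = wells with medium but no cells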
EBI2 block – blocks human EBI2 receptor beta-arrestin signaling; P32249; EBI2 beta-arrestin recruitment, luminescence, 7a,25-OHC stimulated; inhibition, % at 5 µM; 360,000 compounds, 0.81% hits; in the data active means inhibition above about 38%;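 further: enzyme fragment complementation signal reports receptor beta-arrestin coupling in cells; 0% = agonist plus DMSO wells and 100% = wells without agonist; some results beyond the cut were filed as inactive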
Target sequence (P32249 whole entry, looked up, the tested form may be a part): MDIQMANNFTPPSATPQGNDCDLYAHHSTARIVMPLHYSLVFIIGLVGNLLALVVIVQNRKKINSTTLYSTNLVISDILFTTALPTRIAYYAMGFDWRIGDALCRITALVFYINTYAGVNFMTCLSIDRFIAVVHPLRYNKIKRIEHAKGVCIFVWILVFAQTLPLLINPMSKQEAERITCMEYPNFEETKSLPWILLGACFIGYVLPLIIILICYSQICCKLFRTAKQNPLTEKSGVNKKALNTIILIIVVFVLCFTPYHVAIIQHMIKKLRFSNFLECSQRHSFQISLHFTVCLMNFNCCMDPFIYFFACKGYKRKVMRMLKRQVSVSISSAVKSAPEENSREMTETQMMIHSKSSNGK
UBC13 polyUb – inhibitors of human UBC13 polyubiquitin chain formation | 330,000 compounds, 0.47% hits | inhibition, % at 20 µM | TR-FRET | P61088 | AID 485273; in the data active means inhibition above about 45%, passing the limit was not always enough
Jurkat NFkB inh – inhibitors of the PMA/ionomycin-induced NF-kB reporter in Jurkat cells; PMA/ionomycin-induced NF-kB luciferase reporter, luminescence; inhibition, % at 4 µM; 330,000 compounds, 0.53% hits; AID 435003
Apaf-1 inh – human Apaf-1 inhibition. 330,000 compounds, 0.71% hits. reconstituted apoptosome caspase-3 activity, DEVD-Rh110 fluorescence. inhibition, % at 20 µM. O14727; active means inhibition of at least 40% at 20 µM;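 further: plate controls were DMSO wells for no effect and DEVD-CHO caspase inhibitor wells for full effect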
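Material: reconstituted apoptosome with Apaf-1, cytochrome c, caspase-9, procaspase-3, dATP / Buffer or medium: pH 7.5 Hepes buffer with CHAPS, BSA, DTT / Also added: cytochrome c with DEVD-Rh110 / Schedule: compound with Apaf-1, dATP, procaspase-3 30 min, then 50 min reaction, room temperature / Technique: rhodamine 110 fluorescence at Ex 480/Em 540 nm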
697 NFkB inh – lowers PMA/ionomycin-induced NF-kB signal in 697 B cells. 697 B-cell NF-kB luciferase reporter, 16 h. inhibition, % at 4 µM. 330,000 compounds, 0.33% hits. AID 435022; in the data active means inhibition above about 35%
CCR6 antagonist – blocks CCL20-driven beta-arrestin recruitment at human CCR6; CHO-K1 CCR6 PathHunter beta-arrestin, luminescence, CCL20-stimulated; inhibition, % at 20 µM; 340,000 compounds, 0.49% hits; AID 493098;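 active means compounds whose inhibition of the agonist-driven luminescence signal at 20 µM reaches about 50%, limit read from the data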;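 further: cells stimulated with CCL20 at 14 nM final; plate controls were DMSO with CCL20 for no effect and DMSO without agonist for full effect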
Target sequence (P51684 whole entry, looked up): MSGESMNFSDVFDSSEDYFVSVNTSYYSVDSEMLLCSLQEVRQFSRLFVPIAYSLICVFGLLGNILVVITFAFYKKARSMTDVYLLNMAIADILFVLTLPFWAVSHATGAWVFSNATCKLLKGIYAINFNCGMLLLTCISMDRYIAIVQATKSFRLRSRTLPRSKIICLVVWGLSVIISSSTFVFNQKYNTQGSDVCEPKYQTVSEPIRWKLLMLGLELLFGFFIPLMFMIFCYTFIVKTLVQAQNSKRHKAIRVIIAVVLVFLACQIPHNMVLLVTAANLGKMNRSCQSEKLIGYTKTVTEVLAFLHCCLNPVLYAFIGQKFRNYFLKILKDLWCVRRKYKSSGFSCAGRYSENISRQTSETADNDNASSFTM
SENP8 inh – SENP8 protease inhibition | purified SENP8, Z-RLRGG-aminoluciferin cleavage, luminescence | 330,000 compounds, 1.2% hits | inhibition, % at 10 µM | Q96LD8 | AID 2540
Target sequence (Q96LD8 whole entry, looked up): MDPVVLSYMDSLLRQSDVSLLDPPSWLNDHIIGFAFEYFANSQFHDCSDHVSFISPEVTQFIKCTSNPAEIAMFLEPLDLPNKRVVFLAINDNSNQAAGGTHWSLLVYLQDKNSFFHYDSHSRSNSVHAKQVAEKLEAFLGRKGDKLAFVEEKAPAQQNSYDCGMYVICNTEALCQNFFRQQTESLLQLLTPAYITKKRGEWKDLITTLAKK
Active calls of the source: *; · = no result given; & = joins results of further samples. Unless noted, no stated cut-off is given here; in the data, active means inhibition above about 50%; inactive means the rest. A portion of the library; the hit share may differ from the screen's.

SMILES	Gli-Sufu antag	EBI2 block	UBC13 polyUb	Jurkat NFkB inh	Apaf-1 inh	697 NFkB inh	CCR6 antagonist	SENP8 inh
CCOC(=O)N1CCC(NC(=O)Cn2cccc2C(=O)c2ccccc2C)CC1	-5	-10	4	-3	3	16	11	-1
COc1ccccc1C(=O)OCCN=C1NS(=O)(=O)c2ccccc21	13	-1	12	18	-2	-1	6	9
CN(C)C(=O)c1ccc(NC(=O)COC(=O)/C=C/c2cccs2)cc1	-6	-9	-10	5	10	-20	3	-6
Cc1nnsc1NC(=O)OCc1ccc(Cl)cc1Cl	14	-1	9	-3	6	-5	2	-3
O=c1c2ccccc2c(C=Nc2ccc(S(=O)(=O)Nc3ncccn3)cc2)c(O)n1-c1cccc(Cl)c1	·	·	-13	9	-4	27	·	1
COC(=O)c1c(NC(=O)Cn2cnc([N+](=O)[O-])n2)sc2c1CCC(C)C2 (stereo not given)	14	-3	-7	-9	22	-19	2	-12
CCOC(=O)CNc1nc2ccccc2n2c(C)nnc12	21	-14	-7	-4	-5	-20	-5	-4
COc1ccc(C(=O)NC(=S)N2CCCC2)cc1	5	-8	-6	1	-10	-20	4	-5
O=C(NC(=S)Nc1nc2ccccc2s1)c1ccco1	-51	2	-14	-63	16	-150	25	7
CCN1CCN(C(=O)CSc2nc3c(c(=O)n(C)c(=O)n3C)n2C)CC1	22	-4	5	-22	3	12	2	-3
Cn1c(SCC(=O)NCc2ccc3c(c2)OCO3)nnc1-c1cccs1	-1	-16	0	0	9	14	9	6
CN(Cc1ccccc1)C(=O)CN(Cc1ccccc1)S(C)(=O)=O	-13	-4	-4	-11	0	-4	11	-8
Cc1ccc(C(=O)NCC(=O)Nc2ccc3c(c2)CCC3)cc1C	-2	-16	-5	-2	5	-17	4	-4
O=C(c1cc(Br)ccc1O)N1CCN(S(=O)(=O)Cc2ccccc2)CC1	9	10	6	-3	-10	14	6	2
CCC(C)NC(=O)CCn1ccc2cc(S(=O)(=O)N3CCCC3)ccc21 (stereo not given)	46	3	2	-14	-10	2	6	1
C/C(=N\NC(=O)C1CC1(c1ccccc1)c1ccccc1)c1cccc([N+](=O)[O-])c1 (stereo not given)	6	10	-4	-5	20	-11	4	-9
CS(=O)(=O)N1CCN(c2ncccn2)CC1	5	3	2	-7	0	-16	9	-8
O=C(CSc1ccccc1C(=O)N1CCN(c2ccccc2)CC1)N1CCCC1	11	0	5	6	-1	28	2	-4
CC(C)S(=O)(=O)c1csc(C(=O)NNC(=O)Nc2ccccc2)c1Cl	-2	0	-2	9	-7	7	8	4
COc1ccc(C2C(C(=O)Nc3ccc(F)cc3)=C(C)Nc3nc(CCCO)nn32)cc1 (stereo not given)	6	-4	-2	-31	7	-26	3	-9
COc1ccc2c(C)c(C(=O)N3CC[C@@H](N4CCC(O)CC4)[C@H](O)C3)oc2c1	7	-3	4	-2	8	13	6	-1
CCOc1nc(NC(=O)NS(=O)(=O)c2cccc(Cl)c2)nc(-c2ccccc2)n1	-8	-11	-10	-6	0	12	1	-19
O=C(NCC1CCCO1)c1ccc2nc(N3CCCCC3)sc2c1 (stereo not given)	-86	-5	9	-68	0	-145	10	0
CCc1nnc(NC(=O)CSc2nnc(C3CC3)n2C)s1	1	-9	5	19	-7	9	3	3
O=C(CCS(=O)(=O)Cc1ccccc1F)NCCc1ccc(Cl)cc1	4	20	0	-12	3	-12	-6	-3

New compounds follow.
SMILES	Gli-Sufu antag	EBI2 block	UBC13 polyUb	Jurkat NFkB inh	Apaf-1 inh	697 NFkB inh	CCR6 antagonist	SENP8 inh
CS(=O)(=O)c1ccc(S(=O)(=O)N2CCC(CO)(CCCc3ccccc3)CC2)cc1	10	-6	0	-6	7	-31	-3	5
COc1ccccc1C(=O)NCC(=O)Nc1ccc2c(c1)CCC2	-35	-15	-4	-50	10	-85	-4	8
COc1ccc(N(C)C(=O)c2cc3c(s2)-c2ccccc2S(=O)(=O)C3)cc1	1	-6	-9	7	-9	6	2	8
O=C(N/N=C/c1cc([N+](=O)[O-])ccc1O)c1c[nH]c2ccccc12	0	-15	-20	4	-17	-20	26	27
CCCNC(=S)N1CCN(C(c2ccccc2)c2ccccc2)CC1	11	10	-7	-23	32	-36	6	-6
O=C(CCN1C(=O)/C(=C/c2ccc3c(c2)OCO3)SC1=S)Nc1ccc(C(=O)O)cc1	21	-3	-35	2	-1	-2	24	40
Cc1ccc(NS(=O)(=O)c2cc(C(=O)N(C)C)ccc2C)cc1C	6	1	-3	4	17	17	2	-1
O=C(Cn1cc2c(n1)CCCC2)NCc1cccnc1	1	1	4	17	-8	6	3	4
O=C(COC(=O)Cc1ccc(-c2ccccc2)cc1)NCc1ccccc1	-8	-1	1	6	-12	14	5	-4
CC1(c2nnc(-c3cccc(Cl)c3)o2)CC(c2ccc(OC(F)(F)F)cc2)=NO1 (stereo not given)	-9	-7	-4	17	-1	16	16	2
O=C(N/N=C/c1cc([N+](=O)[O-])ccc1O)C(O)(c1ccccc1)c1ccccc1	-12	19	-37	-3	-9	-7	49	7
CNc1nc(Sc2cccc(C(F)(F)F)c2)cc(C(F)(F)F)n1	-2	14	-2	-19	20	-17	13	-9
COc1ccc(NC(=O)COC(=O)c2cc(OC)c(OC)cc2NC(=O)c2ccco2)cc1OC	2	-1	10	17	-4	0	-10	5
Cc1ccc(NS(=O)(=O)c2ccc(Br)s2)nc1	0	5	-5	10	3	10	10	-3
CC1CCN(S(=O)(=O)N2CCCC(C(=O)NCc3ccc(F)cc3)C2)CC1 (stereo not given)	0	-8	1	10	5	-11	12	-6
COc1ccc(NC(=O)C2CCCN(S(=O)(=O)c3cccc4cccnc34)C2)c(OC)c1 (stereo not given)	1	4	1	-13	3	-19	9	-6
O=C(NCCc1ccc(F)cc1)c1coc(=O)c(Br)c1	5	7	4	31	-2	-39	15	4
CCCCCCCCOC(=O)C[N+](C)(C)C/C=C(/C)Cl	42	-5	2	-1	-18	-32	6	1
COc1ccc(C(=O)NCc2ncccc2C)cc1OC1CCN(C(C)=O)CC1	6	1	-2	-3	4	17	12	3
COc1ccc(C)cc1S(=O)(=O)N(C)CC(=O)N1CCCCCC1	0	-11	-5	-1	-4	1	2	5
Cc1cc(OCc2cc(C(=O)N(C)CCCN3CCOCC3)no2)cc(C)c1Cl	14	3	12	1	13	-28	9	-10
CCC(CC)c1nnc(NC(=O)c2cccc(S(=O)(=O)N3CCOCC3)c2)s1	-2	-4	11	7	6	8	6	5
O=C(Nc1ccc2oc(=O)ccc2c1)c1ccc(-c2cccc(Cl)c2)o1	4	24	-11	-15	9	-42	12	7
O=C(NCCc1ccccc1)C1CC(=O)N(CCc2ccccc2)C1 (stereo not given)	20	-2	3	7	0	-18	3	4
Cc1ccc(NC(=S)N(CCN(C)C)Cc2cccs2)cc1C	4	1	1	-1	8	-2	2	-1

Among those listed so far, four contain a nitro group on carbon:
SMILES	Gli-Sufu antag	EBI2 block	UBC13 polyUb	Jurkat NFkB inh	Apaf-1 inh	697 NFkB inh	CCR6 antagonist	SENP8 inh
COC(=O)c1c(NC(=O)Cn2cnc([N+](=O)[O-])n2)sc2c1CCC(C)C2 (stereo not given)	14	-3	-7	-9	22	-19	2	-12
C/C(=N\NC(=O)C1CC1(c1ccccc1)c1ccccc1)c1cccc([N+](=O)[O-])c1 (stereo not given)	6	10	-4	-5	20	-11	4	-9
O=C(N/N=C/c1cc([N+](=O)[O-])ccc1O)c1c[nH]c2ccccc12	0	-15	-20	4	-17	-20	26	27
O=C(N/N=C/c1cc([N+](=O)[O-])ccc1O)C(O)(c1ccccc1)c1ccccc1	-12	19	-37	-3	-9	-7	49	7

(more compounds)
SMILES	Gli-Sufu antag	EBI2 block	UBC13 polyUb	Jurkat NFkB inh	Apaf-1 inh	697 NFkB inh	CCR6 antagonist	SENP8 inh
CCn1c(/C(C#N)=C(\O)CCc2ccccc2)nc2ccccc21	-6	7	32	5	5	-2	14	6
Cc1cc(C)n2nc(C(=O)Nc3ccc(S(=O)(=O)N4CCCCC4)cc3)nc2n1	-1	-2	-3	-1	5	2	-4	3
COc1ccc(CCNC(=O)CC2SC(=NCc3ccccc3)NC2=O)cc1 (stereo not given)	5	2	-11	13	2	2	4	-3
Cc1ccc(NC(=O)CSc2nnc(-c3cnccn3)n2-c2ccccc2)cc1	-4	-13	3	-5	15	-4	5	0
CC(=O)Oc1ccc(OC(C)=O)c(SCCCCCN2CCOCC2)c1	2	0	3	1	2	-18	6	3
C[C@]12CC[C@@H]3c4ccc(OS(=O)(=O)O)cc4CC[C@H]3[C@@H]1CCC2=O	14&-2	4&-6	1&-14	-8&-2	-4&12	8&2	-2&-2	11&-5
c1nnc(-c2ccc3c(c2)OCO3)o1	-6	-11	-9	14	-5	7	-7	-1
C[C@H]1CN(Cc2ccccc2)C(=O)[C@@H]1CC(=O)NCc1ccccc1	-6	6	3	-27	-7	-16	3	-4
COc1ccc(C(=O)N2CCC(C(=O)Nc3ccc4c(c3)OCO4)CC2)cc1	-18	-11	-5	11	-6	0	-4	-1
COc1ccc(C(=O)OCC(=O)NCC2CCCO2)cc1 (stereo not given)	-2	-2	5	-8	-11	22	-3	3
CC(=O)c1cc(CN2CCC(n3nccc3NC(=O)c3ccccc3C)CC2)cs1	9	9	4	-13	17	13	4	8
O=C(CCN1CCCCC1)N/N=C/c1c[nH]c2ccccc12	38	1	3	-16	-21	7	10	-1
C/C=C(\C)C(=O)O[C@@H]([C@H](O)c1cc2ccc(=O)oc2cc1OC)C(C)(C)O	-6	-23	10	6	0	15	9	8
C/C(=N\NC(=O)CN1CCCCC1)c1cccc([N+](=O)[O-])c1	-5	12	0	-55	-5	-41	2	-11
CCOc1ccccc1N1CCN(C(=O)c2c(-c3c(F)cccc3Cl)noc2C)CC1	12	-7	1	-4	2	9	6	-1
CCCC(O)(c1ccccc1)C(CN1CCOCC1)c1ccccc1 (stereo not given)	1	25	-6	4	15	-15	19	-5
Cn1cnnc1SCCC(=O)Nc1ccccc1	5	-4	4	-7	8	9	5	-5
NCCc1c(-c2ccccc2)n(-c2ccccc2)c2ccccc12	18	-15	41	45	26	2	13	-16
COC(=O)c1ccc(NC(C(=O)OC)C(C)C)c([N+](=O)[O-])c1 (stereo not given)	3	-6	1	10	3	15	21	5
O=C(CN1CCN(c2nc(-c3ccc(Cl)cc3)cs2)CC1)NCc1ccco1	6	21	-8	2	24	-28	8	-4
CCOc1ccc(NC(=O)C2CCC(C)(C(=O)O)C2(C)C)cc1 (stereo not given)	10	-2	6	4	-7	14	-6	3
O=C(CNC(=O)c1ccc(Br)o1)NCC(=O)OCc1ccccc1	-10	2	-7	4	10	-1	7	-4
CCCOc1ccc(-c2c(C(=O)N/N=C/c3ccco3)nnn2-c2nonc2N)cc1	-10	1	-8	7	14	9	0	1
Cc1nn(Cc2ccccc2)c(C)c1/C=N/NC(=O)c1cccnc1	-4	-7	6	-4	-3	18	6	-4
CCOc1ccccc1C(=O)N[C@H](C(=O)NCc1ccccc1)C(C)C	-3	-2	-8	-1	2	2	-1	-4

Next section:
SMILES	Gli-Sufu antag	EBI2 block	UBC13 polyUb	Jurkat NFkB inh	Apaf-1 inh	697 NFkB inh	CCR6 antagonist	SENP8 inh
Cc1ccc(N=Cc2cccc(O)c2O)c(C)c1	·	6	-6	4	93*	-29	·	7
O=C(CN(C(=O)CNC(=O)c1cccs1)c1ccc(F)cc1)NC1CCCC1	-1	-5	0	17	4	-1	-3	-4
COc1ccc(OC)c(Nc2nnc(C)c(=O)[nH]2)c1	-3	·	-6	0	6	4	-7	-5
CCOC(=O)c1c(C)[nH]c(C(=O)OCC(=O)NCCc2ccc(OCC)c(OCC)c2)c1C	1	25	-2	15	3	8	3	3
O=C(NC(=S)N1CCN(CCO)CC1)C12CC3CC(CC(C3)C1)C2	30	-5	4	-3	-11	12	5	5
Cc1ccc(-c2cc(C(=O)N/N=C/c3cccnc3)c3ccccc3n2)cc1C	-43	9	1	-13	16	-71	10	-11
CC1=C/C(=C(/c2ccc(O)c(C)c2)c2ccccc2S(=O)(=O)O)C=CC1=O	4	5	-89	6	-1	18	55*	22
